V1aR counter = activates human V1a receptor in oxytocin agonist counter-screen | P37288 | CHO-V1R cells, Fluo-8 calcium fluorescence, agonist mode; 0% DMSO, 100% 3 nM vasopressin | activation, % at 3 µM | hit rate 0.25% among 320,000 | AID 2797;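 active means activation above the mean activation of all tested compounds plus 3 SD, per screening run, cut at about 20% in these data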;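 further: signal is peak over basal fluorescence ratio across a 100 second FLIPR read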
Target sequence (P37288 whole entry, looked up): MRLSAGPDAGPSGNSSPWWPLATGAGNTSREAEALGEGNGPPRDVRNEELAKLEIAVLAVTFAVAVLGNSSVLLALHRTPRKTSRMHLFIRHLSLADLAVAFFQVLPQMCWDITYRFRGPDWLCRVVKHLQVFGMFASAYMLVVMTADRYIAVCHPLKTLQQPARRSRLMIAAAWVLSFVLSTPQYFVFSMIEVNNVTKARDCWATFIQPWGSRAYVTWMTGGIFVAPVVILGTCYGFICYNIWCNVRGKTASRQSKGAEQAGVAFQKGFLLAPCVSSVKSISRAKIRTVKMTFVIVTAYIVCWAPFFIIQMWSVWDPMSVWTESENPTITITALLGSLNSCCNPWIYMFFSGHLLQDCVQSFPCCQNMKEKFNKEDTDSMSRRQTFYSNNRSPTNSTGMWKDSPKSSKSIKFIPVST
OXTR agonist = activates the human oxytocin receptor; P30559; CHO-OTR cells, Fluo-8 calcium fluorescence; normalized: DMSO 0%, oxytocin 100%; activation, % at 3 µM; hit rate 0.32% among 320,000; AID 2435;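 active means activation above the mean of all tested compounds plus 3 SD, cutoff set per screening run, cut at about 20% in these data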;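 further: peak over basal fluorescence ratio from a 100 s FLIPR kinetic read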
CHO-K1 Ca PAM = nonselective activator or artifact in parental CHO-K1 calcium assay; ATP EC20, Fluo-8 calcium fluorescence; 0% at ATP EC20, 100% at ATP max; activation, % at 3 µM; hit rate 0.02% among 360,000; AID 602247;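 active means activation above the run cutoff, the mean activation of all test compounds plus 3 SD, cut at about 40% in these data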;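 further: peak over basal fluorescence ratio in a 140 s read after ATP addition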
CHO parental Ca = signal in parental CHO cells, OX1R antagonist counter-screen; parental CHO-K1, ATP-induced calcium, Fluo-8 fluorescence; inhibition, % at 5.6 µM; hit rate 0.63% among 330,000;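 active means inhibition above that plate's mean sample inhibition plus 3 SD, cut at about 26% in these data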;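 further: 0% = ATP-challenged DMSO wells and 100% = DMSO wells without ATP; some compounds past the cut are filed as inactive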
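Assay system – parental CHO cells · Reagent – ATP stimulus · Detection – intracellular calcium via Fluo-8 no-wash fluorescent dye · Evaluation – percent inhibition of ATP-evoked calcium rise, normalized to controls · Controls – ATP wells versus no-ATP DMSO wells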
GPR7 antagonist = antagonists of human GPR7 (neuropeptides B/W receptor 1); P48145; GPR7-expressing cells, fluorescence antagonist assay; inhibition, % at 4.4 µM; hit rate 1.1% among 290,000; AID 1861; in the data active means inhibition above about 16%, passing the limit was not always enough;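 further: cells stimulated with the agonist NPW; 0% = agonist with vehicle and 100% = vehicle without agonist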
Target sequence (P48145 whole entry, looked up): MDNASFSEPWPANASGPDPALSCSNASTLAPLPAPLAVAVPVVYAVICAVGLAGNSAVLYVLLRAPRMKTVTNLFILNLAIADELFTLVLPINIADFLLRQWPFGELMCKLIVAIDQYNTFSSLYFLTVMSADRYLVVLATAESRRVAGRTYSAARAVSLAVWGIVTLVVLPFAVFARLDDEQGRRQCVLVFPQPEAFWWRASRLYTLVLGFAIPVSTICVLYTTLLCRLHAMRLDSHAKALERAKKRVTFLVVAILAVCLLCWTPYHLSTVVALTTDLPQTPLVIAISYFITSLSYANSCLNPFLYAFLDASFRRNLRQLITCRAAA
CHO-K1 Ca antag = M1 antagonist counterscreen hit in parental CHO-K1 cells; ATP-induced calcium, Fluo-8 fluorescence; inhibition, % at 3 µM; hit rate 0.6% among 360,000;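 active means inhibition above a per-plate cutoff, the plate's mean sample inhibition plus 3 SD, cut at about 24% in these data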;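 further: 0% = DMSO plus EC80 ATP and 100% = DMSO alone without ATP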
CHO-K1 Ca ag = nonselective activator or artifact in parental CHO-K1 cells; activation, % at 3 µM; Fluo-8 calcium fluorescence; scaled to maximal ATP response, vehicle zero; hit rate 0.48% among 360,000; AID 602248; in the data active means activation above about 15%;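 further: untransfected CHO-K1 host cells lacking M1 receptor as counterscreen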
TAAR1 antagonist = human TAAR1 antagonism | inhibition, % at 3 µM | Q96RJ0 | hit rate 1.5% among 360,000 | CHO RD-HGA16 TAAR1, Fluo-8 calcium fluorescence, antagonist;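 active means inhibition above a per-plate cutoff, the mean inhibition of test compounds on that plate plus 3 SD, cut at about 49% in these data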;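 further: 0% = DMSO plus EC80 beta-PEA response and 100% = DMSO alone without agonist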
Target sequence (Q96RJ0 whole entry, looked up): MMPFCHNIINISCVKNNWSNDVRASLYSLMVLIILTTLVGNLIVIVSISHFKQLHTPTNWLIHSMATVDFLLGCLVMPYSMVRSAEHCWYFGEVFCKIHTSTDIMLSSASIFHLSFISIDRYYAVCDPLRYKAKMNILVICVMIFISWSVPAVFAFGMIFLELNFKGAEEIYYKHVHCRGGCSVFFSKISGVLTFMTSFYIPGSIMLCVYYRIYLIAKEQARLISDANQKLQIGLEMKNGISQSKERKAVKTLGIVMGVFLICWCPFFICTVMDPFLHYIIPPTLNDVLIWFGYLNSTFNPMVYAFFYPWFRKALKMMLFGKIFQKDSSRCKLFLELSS
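Test system: CHO RD-HGA16 cells bearing hTAAR1 | Reagent: β-PEA, EC80 | Compound dosing: 3 µM, single point | Schedule: Dye loading 75 min at 37 °C, then 30 min room temperature | Signal: Calcium fluorescence with Fluo-8 | Evaluation: Percent inhibition of PEA-evoked calcium signal, max/basal emission ratio | Control set: DMSO-only wells and EC80 β-PEA-stimulated wells | Repeats: Singlicate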
OXTR potentiator = human OXTR potentiation | P30559 | CHO-OTR cells, Fluo-8 calcium fluorescence, potentiator mode; 0% = oxytocin EC15, 100% = EC100 | activation, % at 3 µM | hit rate 0.061% among 320,000 | AID 2445;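 active means activation above that plate's cutoff, the mean activation of tested compounds plus 3 SD, cut at about 6.6% in these data, passing the limit was not always enough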;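 further: 100% uses oxytocin at 75 nM as the full agonist control; some results filed as inactive read as strong as hits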
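Assay system: CHO cell line stably expressing human OTR | Also added: Oxytocin at about EC15, sub-maximal agonist stimulus | Times: Compound 6 min at room temperature before oxytocin, 100 s read | Measured by: Fluo-8 intracellular calcium fluorescence, ex 470-495, em 515-575 nm | Controls: EC15 oxytocin alone as 0%, 75 nM oxytocin as 100%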
* hit, by the source's call; / = no result given.

SMILES	V1aR counter	OXTR agonist	CHO-K1 Ca PAM	CHO parental Ca	GPR7 antagonist	CHO-K1 Ca antag	CHO-K1 Ca ag	TAAR1 antagonist	OXTR potentiator
Cc1ccc(CN2CC(N3CCC(Cc4ccccc4)CC3)CS2(=O)=O)cc1 (stereo unspecified)	/	/	17	/	/	3	2.8	21	/
COC(=O)C(NC(=O)c1ccccc1)(Nc1nccs1)C(F)(F)F (stereo unspecified)	2.0	-1.1	20	-10	-5	-13	0.6	-22	-15
Cc1ccc(-n2cnc3c(=O)[nH]cnc32)cc1	/	/	-3	/	/	-1	0.3	-13	/
Cc1nc2cc(NC(=O)COc3ccc(C#N)cc3)ccc2n1-c1ccccc1	5.0	0.2	-3	1	22	15	0.7	-3	-11
CSc1ccccc1C(=O)NCCS(=O)(=O)N1CCN(c2ccc(F)cc2)CC1	0.9	-1.8	3	-19	/	-5	1.2	-18	-7
COc1cccc(C(=O)NC(=S)Nc2nnn(C)n2)c1	1.0	0.3	25	-2	-4	-11	0.8	2	-6
CS(=O)c1ccccc1-c1nc(-c2cccc(Cl)c2)no1 (stereo unspecified)	0.8	0.7	12	-35	-21	-4	2.5	17	-3
COc1ccc(S(=O)(=O)N2CCC(C(=O)N3CCc4ccccc4C3)CC2)cc1C	1.7	1.9	-1	-22	-4	-33	1.6	9	-8
NC(=S)Cc1ccc(Cl)cc1Cl	2.0	-0.8	-16	-18	-6	-1	-0.4	11	-9
COc1ccc(CC(=O)Nc2nnc(CC(C)C)s2)cc1S(=O)(=O)N1CCOCC1	/	/	-9	/	/	6	0.0	-7	/
CN(CCOC(=O)c1ccco1)Cc1ccccc1	-0.5	-1.1	-6	-10	0	-15	0.2	-3	2
COCCNC(=S)Nc1ccc(N2CCOCC2)c(S(=O)(=O)Nc2ccc(Cl)cc2)c1	/	/	26	/	/	-6	1.3	0	/
Cc1ccc(CNC(=O)CNC(=S)N(Cc2ccccc2)Cc2ccccc2F)cc1	/	/	14	/	-8	4	0.9	11	/
COc1cc(NC(=O)c2cc(-c3cccnc3)nc3ccc(Br)cc23)cc(OC)c1	-0.7	0.1	25	-10	-11	-19	1.2	5	-21
Nc1n[nH]c(N)c1N=Nc1ccc2c(c1)OCO2	-0.5	-1.3	12	-6	-5	-11	0.2	9	-6
COc1ccc(OC)c(CN2CCN(C(=O)CNC(=O)c3ccccc3F)CC2)c1	-0.4	-0.1	17	-10	/	-17	0.5	-17	0
COc1ccc(-c2nnc(SCC(=O)N3CCOCC3)n2C)cc1OC	0.6	1.2	-5	1	4	20	-0.3	-5	-6
Cc1oc2c(CN3CCCC3)c(O)ccc2c(=O)c1-c1ccc(Br)cc1	0.4	0.0	19	-15	7	-15	2.1	-15	-3
COc1ccccc1C(=O)NCC(=O)OCC(=O)c1ccc(Cl)s1	-0.9	-1.6	4	-2	/	-2	0.4	-24	-13
Cc1ccccc1OCC(=O)N/N=C/c1cccn1C	0.9	3.6	-7	3	7	21	0.0	4	-17
CCN(Cc1ccccc1)S(=O)(=O)c1cc(C(=O)O)ccc1OC	1.1	0.1	-18	0	-12	7	0.1	5	-8
CC(C)NC(=O)CSc1nnc(-c2ccco2)n1N	0.3	0.2	-14	-2	1	-19	0.5	11	0
CCOc1ccc(-c2cc(C(=O)NN=C3CCN(C)CC3)[nH]n2)cc1	-0.3	-1.4	-8	-9	-2	14	1.5	6	-6
O=C(Nc1cccc(C(=O)Nc2ccc(Cl)cn2)c1)c1ccccc1	1.1	-1.4	17	0	-8	-9	5.1	86*	-5
CN(Cc1ccc(OC(F)F)cc1)C(=O)c1ccccc1Sc1ccccc1C#N	2.7	0.8	12	-18	10	-16	1.9	31	-13
CCC(Sc1nc(C)cc(=O)[nH]1)C(=O)Nc1nc(-c2ccccc2)cs1 (stereo unspecified)	0.5	-0.2	14	-1	-9	1	1.2	-5	-1
O=C(NCC(=O)N(CCN1CCOCC1)C(C(=O)NC1CCCC1)c1cccs1)c1ccco1 (stereo unspecified)	2.4	0.2	1	-3	-5	4	0.0	6	-5
CC(=O)c1cccc(NC(=O)c2csc(-n3nc(C)cc3C(F)(F)F)n2)c1	-0.1	0.3	14	-5	-4	0	-0.1	-5	-3
Cc1cc(C(=O)CSc2nc(N)cc(N)n2)c(C)n1C1CC1	-0.4	1.0	1	-10	-13	-6	-0.1	26	-15
S=C(NC1CCCCC1)N1CCCCC1	-0.5	-0.6	-21	-1	-3	7	-0.1	-4	0
COc1ccc(NC(=S)N2C3CCC2CC(NC(=O)NC24CC5CC(CC(C5)C2)C4)C3)c(OC)c1 (stereo unspecified)	-1.0	-1.6	-7	-25	-14	2	0.1	-9	-3
Cc1ccccc1N(C(=O)Cc1c[nH]c2ccccc12)C(C(=O)NC1CCCCC1)c1ccco1 (stereo unspecified)	3.8	0.2	11	-19	-6	2	1.0	2	-1
CCOc1ccc(Br)cc1S(=O)(=O)Nc1ccc(Cl)c(S(=O)(=O)N(C)C)c1	3.6	4.2	5	-8	-4	4	2.5	17	-14
O=C(NC1CCCCC1)N1CCC(c2nc(-c3ccc(S(=O)(=O)N4CCCC4)cc3)no2)CC1	3.8	4.6	4	10	3	-6	2.5	/	-9
O=C(CCS(=O)(=O)Cc1ccccc1F)NCCc1ccc(Cl)cc1	2.6	0.0	10	-18	6	-7	6.1	4	-10
Cc1cccc(-n2cc(C(=O)O)c(=O)cc2C)c1	0.8	1.2	16	3	14	-2	0.1	-2	-2
CC(NC(=O)COc1ccccc1)C(=O)NCc1ccccc1Cl (stereo unspecified)	-0.7	-0.6	14	-6	/	-16	0.9	-8	-5
CCCCC(C(=O)O)C(C)CC(=O)NNC(=O)c1ccco1 (stereo unspecified)	0.6	-0.2	14	4	-8	-13	0.3	5	-9
O=C(COC(=O)[C@@H]1CCCN1S(=O)(=O)c1ccc(Cl)cc1)NCC(F)(F)F	0.6	-1.2	22	-13	0	-14	1.9	-14	-8
COc1ccc2nc(NC(=O)c3ccoc3C)sc2c1	-1.5	-1.8	15	-23	-5	-24	0.2	-10	-4
COc1ccc(C(=O)CSc2nc(C)cc(C)n2)cc1[N+](=O)[O-]	1.6	0.4	21	-25	-1	-12	2.9	-3	-14
COC(=O)C1=COC(OC2OC(CO)C(O)C(O)C2O)C2C(C)CC(=O)C12 (stereo unspecified)	/	/	8	/	/	1	2.0	1	/
COc1ccc(CNC(=O)c2ccc(S(=O)(=O)N3CCCC3)cc2)cc1OC	-0.7	0.3	-6	-16	-4	-1	1.2	8	-5
CCCc1ccc(S(=O)(=O)N(C)S(=O)(=O)c2ccc(F)cc2)cc1	1.2	0.0	7	-4	-7	-12	-0.2	3	1
CC(COc1ccccc1)N1CCC(CO)(CCc2ccccc2)CC1 (stereo unspecified)	3.3	2.5	0	-28	9	0	2.6	6	-1

Full records from above. Order of screens: V1aR counter, OXTR agonist, CHO-K1 Ca PAM, CHO parental Ca, GPR7 antagonist, CHO-K1 Ca antag, CHO-K1 Ca ag, TAAR1 antagonist, OXTR potentiator
COC(=O)C1=COC(OC2OC(CO)C(O)C(O)C2O)C2C(C)CC(=O)C12 (stereo unspecified) as listed: /, /, 8, /, /, 1, 2.0, 1, /
CC(COc1ccccc1)N1CCC(CO)(CCc2ccccc2)CC1 (stereo unspecified) as listed: 3.3, 2.5, 0, -28, 9, 0, 2.6, 6, -1
Cc1ccccc1N(C(=O)Cc1c[nH]c2ccccc12)C(C(=O)NC1CCCCC1)c1ccco1 (stereo unspecified) as listed: 3.8, 0.2, 11, -19, -6, 2, 1.0, 2, -1

Continued:
SMILES	V1aR counter	OXTR agonist	CHO-K1 Ca PAM	CHO parental Ca	GPR7 antagonist	CHO-K1 Ca antag	CHO-K1 Ca ag	TAAR1 antagonist	OXTR potentiator
COc1cccc2cc(C(=O)NCCc3ccccc3)oc12	-0.5	-1.3	3	-14	0	-4	0.8	-15	-1
COC(=O)C1=C(C)Nc2c(c(=O)n(C)c(=O)n2C)C1c1cccnc1 (stereo unspecified)	0.7	0.2	10	-8	-12	-2	0.2	-15	1
COc1cccc(C(=O)Nc2nnc(SCC(=O)Nc3ccc(NC(C)=O)cc3)s2)c1	0.3	-0.1	-1	-20	-9	-7	1.0	11	-1
Cc1cc(NC(=O)c2cc3ccccc3o2)ccc1NC(=O)c1ccccc1	1.8	-0.5	-9	-19	-6	-5	5.4	28	-6
COc1ccc(-c2noc(=O)[nH]2)cc1	1.3	-1.2	2	-4	-2	2	-0.5	11	-3
O=C(NC(=S)N(Cc1ccccc1)c1ccccn1)C1CCCCC1	0.4	-0.9	-7	7	-7	7	0.3	-4	-5
O=C(Nc1cccc(-c2csc(Nc3ccc(Cl)cc3)n2)c1)c1cc([N+](=O)[O-])cc(C(F)(F)F)c1	0.7	-0.7	7	-5	/	-7	0.6	28	-10
COc1ccccc1N1CCN(C(=O)CCc2nnc3ccc(N4CCC(C)CC4)nn23)CC1	-1.8	-2.5	7	-20	-11	-8	5.9	53*	-15
Cc1ccc(NC(=O)CS(=O)Cc2nc(-c3ccc(C)cc3)oc2C)cc1 (stereo unspecified)	-0.5	-1.7	11	5	1	-10	-0.5	-43	-5
Cc1ccc(C(=O)Nc2nnc(-c3cccs3)s2)cc1C	0.4	2.1	3	-12	-5	-3	0.4	-16	-9
COc1ccc(OC)c(NC(=O)C2CCCN2S(=O)(=O)c2cccc3nsnc23)c1 (stereo unspecified)	1.1	0.5	-15	-9	-15	-7	0.6	-10	0
CC1CCCN(C(=O)Nc2cccc(NC(=O)N3CCCC(C)C3C)c2)C1C (stereo unspecified)	-1.7	-1.9	23	-4	-13	-8	0.7	-1	0
O=C(/C=C/c1ccco1)OCn1nnc2ccccc2c1=O	0.0	0.7	-12	-2	-6	-14	0.7	-7	-3
COc1ccc(COC(=O)c2sc3nc4n(c(=O)c3c2C)CCC4)cc1	0.4	0.0	-2	-16	/	-9	0.8	1	-4
COc1cccc(-c2coc3cc4oc(=O)c(CCC(=O)O)c(C)c4cc23)c1	1.4	0.6	6	-14	-3	-16	3.9	3	-12
NC(=O)C1CC(=O)N(Cc2ccc3c(c2)OCO3)C(=Nc2ccccc2)S1 (stereo unspecified)	1.1	1.7	-1	1	9	-16	0.5	4	-5
COc1ccc(N(CC(=O)N2CCN(c3ccccc3F)CC2)S(=O)(=O)c2ccc(C)cc2)cc1	0.5	-0.4	-16	-17	-7	1	2.6	-27	-6
CCOC(=O)C1CCCN(C(=O)c2ccncc2)CC1 (stereo unspecified)	/	/	9	/	/	-8	0.6	-11	/
COc1ccc(C=NNc2nc3ccccc3s2)cc1	/	/	-12	/	/	5	1.0	6	/
S=C(Nc1ccc(Br)cc1)NC1CCCCC1	2.8	11	3	34	-5	2	13	15	-11
C=CCn1nnnc1-c1cccc(Cl)c1	0.8	0.3	3	-11	-7	12	1.3	-9	-1
Cc1ccc(CN2CCS(=O)(=O)CC2)o1	0.4	-1.1	15	-2	-6	-16	0.2	-14	0
